HTT aggregate – inhibitors of mutant huntingtin aggregate formation in PC12 cells; Potency, µM (highest dose often 46.1 µM), without a hit: top-dose activity change, negative = inhibition, hits mostly inhibitors; PC12 HttQ103-GFP aggregates, Acumen cytometry, 40 h; 220,000 compounds, 1.1% hits; AID 1688; further: potency means the concentration at half of the fitted maximal effect; on the % scale 0 is the no-effect control and ±100 the full control effect; nearly all actives have a fitted effect of over 60% in size
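Aggregate formation scored by laser-scanning cytometer (488 excitation, 500–530 emission) in lysed PC12 cells expressing Q103-GFP after 100 nM tebufenozide induction; library tested in dose series, with ATPLite reagent added in the multiplex.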
IMPase Li cell – membrane-permeable IMPase blocker, potentiated with lithium | AID 1457 | Potency, µM (highest dose often 59.4 µM), without a hit: top-dose activity, negative = IMPase inhibition, hits mostly inhibitors | CHO-M1 cells, IP1 TR-FRET (IP-One), carbachol + lithium | 210,000 compounds, 0.35% hits;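 further: IP1 builds up when IMPase is blocked and the TR-FRET signal falls; potency means the concentration at half of the fitted maximal effect; plate controls were basal vehicle for no effect and high inhibitor control for full effect; nearly all actives have a fitted effect of over 50% in size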
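Test compounds were applied to CHO-M1 cells previously cultured for 16–30 h at 2000 per well. A small lithium amount accompanied them; after 30 min at 37C, IP1 was quantified by TR-FRET.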
HTT cytoprotect – cytoprotection in Huntington HTT-Q103 PC12 cell model | PC12 HTT-Q103 induced, cytoprotection, ATP luminescence, 40 h | Potency, µM (titrated, usually from 56.4 µM), inactives show cytoprotection (ATP increase), usual class: activators | 230,000 compounds, 0.14% hits;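 further: potency means the concentration at half of the fitted maximal effect; % of control where 0% means no effect; nearly all actives have a fitted effect of over 45% in size; toxic huntingtin expression switched on by the ecdysone agonist tebufenozide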
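Cells were plated at 1500 per well in phenol red-free DMEM with 5% equine and 5% calf serum. Tebufenozide (100 nM final) and compounds were added, then ATPlite reagent, and luminescence was read.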
CBFb RUNX1 block – CBF-beta/RUNX1 interaction disruption | Q01196+Q13951 | AlphaScreen CBFb-His/RUNX1-biotin binding, biochemical | Potency, µM (highest dose often 59.8 µM), for the others: at the highest dose activity, negative = inhibition, hits mostly inhibitors | 230,000 tested, under 10 active | AID 1477; further: % of control where 0% means no effect
Target sequence (Q01196 whole entry, looked up): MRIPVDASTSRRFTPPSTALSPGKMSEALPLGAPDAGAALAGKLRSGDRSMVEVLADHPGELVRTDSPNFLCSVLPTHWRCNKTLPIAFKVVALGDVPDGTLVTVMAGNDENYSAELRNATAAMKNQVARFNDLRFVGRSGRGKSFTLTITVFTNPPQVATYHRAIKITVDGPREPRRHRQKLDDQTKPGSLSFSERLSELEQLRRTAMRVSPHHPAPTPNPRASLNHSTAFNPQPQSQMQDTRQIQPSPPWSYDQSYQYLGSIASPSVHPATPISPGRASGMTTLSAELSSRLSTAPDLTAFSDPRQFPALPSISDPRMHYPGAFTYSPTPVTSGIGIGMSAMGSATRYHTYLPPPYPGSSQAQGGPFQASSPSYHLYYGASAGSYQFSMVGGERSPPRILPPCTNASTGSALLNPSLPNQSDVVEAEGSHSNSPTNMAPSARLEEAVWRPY
Target sequence (Q13951 whole entry, looked up): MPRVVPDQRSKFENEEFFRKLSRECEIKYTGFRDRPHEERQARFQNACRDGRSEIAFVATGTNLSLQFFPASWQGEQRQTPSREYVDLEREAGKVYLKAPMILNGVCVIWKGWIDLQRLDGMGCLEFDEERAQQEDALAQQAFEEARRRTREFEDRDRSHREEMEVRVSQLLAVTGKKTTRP
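AlphaScreen proximity signal reports loss of binding between His-tagged CBF-beta and biotin-labelled RUNX1, each at 30 nM. Proteins are pre-associated for 20 minutes, compounds added for 15 minutes, then beads for 90 minutes, all at ambient temperature.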
Luc counter – blocks Kinase-Glo luciferase, a counter-screen artifact; Q27757; AID 1379; Potency, µM (highest dose often 38.3 µM), for inactives: top-dose activity change, negative = inhibition, usual class: inhibitors; 200,000 compounds, 0.28% hits; Kinase-Glo luciferase, ATP luminescence, 8 min; further: potency means the concentration at half of the fitted maximal effect; on the % scale 0 is the no-effect control and ±100 the full control effect; nearly all actives have a fitted effect of over 60% in size
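Light output from Kinase-Glo luciferase with luciferin and 10 uM ATP in 50 mM imidazole pH 7.2, KCl, MgCl2, Tween 20, BSA; compound pin-delivered, 8-min ambient incubation, then luminescence read.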
LMNA splice mod – LMNA splicing modulation; HeLa LMNA splicing GFP/RFP minigene ratio, 48 h; Potency, µM (doses to about 46.1 µM), without a hit: top-dose ratio change, negative = inhibition, actives largely listed as inhibitors; 200,000 compounds, 0.01% hits; AID 1487; active means well fitted inhibition curve with a large enough effect in the signal ratio, with a control signal flat, not every such curve was filed as active; inconclusive means small, poorly fitted or top-dose-only effect, or effect the other way, or a change in a side signal; the % refers to the signal ratio; further: potency means the concentration at half of the fitted maximal effect; on the % scale 0 is the no-effect control and ±100 the full control effect
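Read-out is the ratio of GFP to DsRed2 object intensity, acquired by 488 nm laser-scanning cytometry on HeLa lamin A-EGFP minigene reporter cells. Compound incubation 48 hrs at 37 °C in Opti-MEM with 2% FBS; DMSO 0.5% final.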
SMN2 splice enh – increases expression of the SMN2 splice variant; HEK293 SMN2-luciferase splicing reporter, luminescence, 30-36 h; 210,000 compounds, 2.8% hits; Potency, µM (series often up to 46.1 µM), inactives show at the highest dose activity change, positive = activation, hits mostly activators; further: potency means the concentration at half of the fitted maximal effect; % of control where 0% means no effect; nearly all actives have a fitted effect of over 55% in size
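qHTS luciferase splicing reporter: luminescence rises when SMN2 exon 7 is included in transfected HEK293 cells. Compound exposure lasted 30-36 h at 37C, with 4.5 mM final sodium butyrate as control, followed by a ONE-Glo read.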
* hit, by the source's call; ? = inconclusive; . = not tested or not shown; & = joins results of further samples; [ ] = dose if it differs, or a comment. Unless noted, the call rests on the fitted dose curve; in most records, active means well fitted curve in the direction sought with a large enough effect; inconclusive means small, poorly fitted or top-dose-only effect, or another doubt; inactive means no such curve, though single readings can be large; an effect the other way counts as inactive or inconclusive. The list is partial. The share of hits here may be higher or lower than overall.

[1] Clc1ccccc1CN1CCN(c2cccc3[nH]ccc23)CC1
[2] CSc1nnc([C@@H](N)Cc2c[nH]c3ccccc23)o1
[3] O=C(c1cc2ccccn2n1)N1CCN(Cc2ccccc2)CC1
[4] c1csc(CN2CC3(CCNCC3)C2)n1
[5] NC(N)=N/N=C/c1cn(-c2ccccc2)nc1-c1cccs1
[6] CCOC(=O)c1ccc2[nH]c(-c3ccc(S(=O)(=O)F)cc3)cc(=O)c2c1
[7] CN1OCC2Cn3c(nc4ccccc43)C21 (stereo not given)
[8] CC(Cl)(Cl)/C(=N/P(=S)(N1CCOCC1)N1CCOCC1)N1CCOCC1

compound no.	1	2	3	4	5	6	7	8
HTT aggregate	-1%[9.22 µM]	-2%	?	.	-2%	-18%[9.22 µM]	-26%[9.22 µM]	-10%[9.22 µM]
IMPase Li cell	.	-1%	-5%[38.3 µM]	2%	17%	8%	.	.
HTT cytoprotect	4%[10 µM]	-19%	-1%	29%	-75%[inhibitor]	-2%&-22%[10 µM]	24%[10 µM]	-14%[10 µM]
CBFb RUNX1 block	-11%	-4%	0%	.	-15%	2%	1%	-2%
Luc counter	.	.	-3%	0%	-5%	-5%[7.66 µM]	.	.
LMNA splice mod	.	.	0%	.	.	.	.	.
SMN2 splice enh	.	.	23%	-2%	-14%	-1%[9.22 µM]	.	.

[9] CCc1c(C)nc(N)nc1N1N=C1SCC(=O)OC
[10] CCC(=O)N1CC(=O)Nc2ccc(Br)cc2C1c1ccccc1 (stereo not given)
[11] CN1C2CCC1CC(OC(=O)C1CCC(C(=O)OC3CC4CCC(C3)N4C)(c3ccccc3)c3ccccc31)C2 (stereo not given)
[12] CC(C)OP(=O)(OC(C)C)C(O)c1cccnc1 (stereo not given)
[13] Cc1ccc(N2C(=O)NC(=O)C3(Cc4ccccc4N4CCCC43)C2=O)cc1 (stereo not given)
[14] NS(=O)(=O)c1ccc(N=Cc2c(O)n(-c3ccccc3)c(=O)[nH]c2=O)cc1
[15] CCOC(=O)C(=O)NC1CCSC1=O (stereo not given)
[16] CC(C)[C@@]1(NC(=O)[C@@H]2C[C@@H]3c4cccc5[nH]cc(c45)C[C@H]3N(C)C2)O[C@@]2(O)[C@@H]3CCCN3C(=O)[C@H](Cc3ccccc3)N2C1=O

compound no.	9	10	11	12	13	14	15	16
HTT aggregate	3%	19%[9.22 µM]	.	-14%	-5%	22%	-15%	?
IMPase Li cell	11%	-5%	9%	2%	-1%	-2%	16%[38.3 µM]	4%&28%&1%
HTT cytoprotect	10%[10 µM]	13%[10 µM]	16%	-7%[10 µM]	-15%[0.074 µM]	.	-6%	-23%[1.9 µM]
CBFb RUNX1 block	2%	4%	-1%	-4%	-12%	4%	4%	-19%&5%
Luc counter	0%	-3%	0%	3%	1%	-3%	22%	-2%&6%
LMNA splice mod	14%[46 µM]	.	.	5%	-3%	.	2%	2%
SMN2 splice enh	9%	.	0%	14%	-3%	12%	-16%	-5%&4%

[17] O=C(CS(=O)C(c1ccccc1)c1ccccc1)NO (stereo not given)
[18] NC1=C([N+](=O)[O-])C(c2ccc3c(c2)OCO3)c2c(c3ccccc3oc2=O)O1 (stereo not given)
[19] Cn1c(=O)n(C)c2cc([N+](=O)[O-])c(N3CCNCC3)cc21
[20] N#CC(C#N)=Cc1cc(O)c(O)c(O)c1
[21] NCCc1c[nH]c2ccc(O)cc12
[22] CCCC1=C(C(=O)OCC)C2(C(=O)Nc3ccc(C)cc32)C(C#N)=C(N)O1 (stereo not given)
[23] N#CN
[24] CN(C(=O)Cc1ccccc1)[C@H](CN1CCCC1)c1ccccc1

compound no.	17	18	19	20	21	22	23	24
HTT aggregate	7%	19%[9.22 µM]	-6%	-16%	.	17%	3%	.
IMPase Li cell	.	.	-4%	47%&51%[activator]	-16%	-12%[38.3 µM]	.	10%&35%
HTT cytoprotect	-1%	-9%[10 µM]	?	-26%	-12%	9%[10 µM]	62%	?
CBFb RUNX1 block	8%	9%	2%	-5%&-27%	-5%	2%	.	24%
Luc counter	.	.	-4%	-19%	2%[39.9 µM]	1%	.	5%
LMNA splice mod	.	.	?	?	.	-1%	?	.
SMN2 splice enh	.	.	-14%	-36%&26%[inhibitor]	.	-9%	.	-8%

[25] COc1cc2c(cc1OC)C(C)NCC2 (stereo not given)
[26] Cc1nc2ccc(NC(=O)c3ccc(Cl)s3)cc2s1
[27] N#CCCn1cc(C(=O)NCc2ccccc2)c(-c2ccc3c(c2)OCCO3)n1
[28] Nc1nc2ccc(Cl)cc2c2nc(-c3ccco3)nn12
[29] O=P1(Oc2ccccc2)CC=C[C@H](COCc2ccccc2)O1 (stereo not given in full)
[30] CCN(CC)S(=O)(=O)c1cccc(N=Nc2c(O)n(CC)c(=S)n(CC)c2=O)c1
[31] Cc1ccc(-c2nnc(C)c(N3CCCC3)n2)cc1
[32] CCC(C)C1NC(=O)C(C(C)=O)=C1O (stereo not given)

compound no.	25	26	27	28	29	30	31	32
HTT aggregate	.	5%	4%	.	?	9%[9.22 µM]	1%	-6%[9.22 µM]
IMPase Li cell	7%&-10%	-23%[38.3 µM]	5%	6%&-4%&22%	.	.	14%	.
HTT cytoprotect	21%[1.9 µM]	-7%	-2%[10 µM]	-67%[inhibitor]	?	-1%[10 µM]	-13%	2%[10 µM]
CBFb RUNX1 block	4%[21.7 µM]	-1%	5%	?	10%	4%	14%	5%
Luc counter	0%&0%	-4%	-1%	-2%&2%	.	.	-3%	.
LMNA splice mod	3%	0%	?	?	.	.	?	.
SMN2 splice enh	10%	14µM*	4%	2%&1%	.	.	-11%	.

[33] N#CC12CNCC1CN=N2 (stereo not given)
[34] Cc1cc(C=O)c(C)n1C(C)C
[35] NC1=N[C@H](O)[C@H]2C3O[C@]4(O)O[C@H](C(O)[C@@]2(N1)[C@@H]4O)C3(O)CO (stereo not given in full)
[36] Fc1ccc(C2N3CCCN23)cc1 (stereo not given)
[37] CSc1nnc(C2CCNCC2)n1C
[38] CCN1CCN(c2cn[nH]c(=O)c2Cl)CC1
[39] CCOC(=O)Cc1csc(NC(=O)c2c(O)c3ccccc3n(CCC(C)C)c2=O)n1
[40] C=CC(=O)OC

compound no.	33	34	35	36	37	38	39	40
HTT aggregate	-28%[9.22 µM]	11%	.	13%[9.22 µM]	24%	.	24%[9.22 µM]	.
IMPase Li cell	.	-4%	-10%	.	-3%[38.3 µM]	14%	2%	-1%
HTT cytoprotect	-4%[10 µM]	?	-38%	-5%[10 µM]	-1%[10 µM]	.	14%[10 µM]	-13%
CBFb RUNX1 block	-4%	-5%	-4%	1%	3%	0%	5%	9%[21.7 µM]
Luc counter	.	1%	1%[39.9 µM]	.	-3%	-1%	2%	.
LMNA splice mod	.	.	.	.	7%	19%[46 µM]	.	.
SMN2 splice enh	.	-16%	.	.	3%	9%	.	10%

[41] O=C(c1ccncc1)N1CCC2(CC1)CN(Cc1ccccc1)C2
[42] COc1ccc(/C=C/C(=O)N2CC3C[C@@H](C2)Cn2c3cccc2=O)cc1OC
[43] Cc1ccc(N=C(N(C)C)P(=O)(N(C)C)N(C)C)cc1
[44] CC(Cc1ccccc1)NCc1ccccc1O (stereo not given)
[45] CCC(C)N1C(=O)/C(=C/c2ccc3c(c2)CCN3CCCCl)C(=O)NC1=S (stereo not given)
[46] O=C(O)c1ccc2[nH]cc(CCCCN3CC=C(c4ccccc4)CC3)c2c1
[47] COc1cc2c(cc1OC)C(C(=O)N1CCC3(CC1)OCCO3)C(c1ccccc1F)N(C)C2=O (stereo not given)
[48] COC1(CS(=O)c2ccccc2)CCN(CCc2c[nH]c3ccc(F)cc23)CC1 (stereo not given)

compound no.	41	42	43	44	45	46	47	48
HTT aggregate	.	.	27%	27%	17%	19%	-1%	.
IMPase Li cell	34%[activator]	14%	8%	10%	11%	-5%	5%	29%
HTT cytoprotect	?	6%	14%[10 µM]	-35%	-25%[10 µM]	15%	?	-31%[inhibitor][1.9 µM]
CBFb RUNX1 block	.	-8%	1%	4%	-1%	-16%	1%	4%[21.7 µM]
Luc counter	-3%	1%	1%	-1%	-25%	0%	2%	-3%
LMNA splice mod	.	.	-17%[46 µM]	-21%[46 µM]	?	.	-11%	.
SMN2 splice enh	5%	2%	3%	4%	-10%	-4%	9%	.

Some of the entries so far, with values under each structure:
Below each compound – HTT aggregate | IMPase Li cell | HTT cytoprotect | CBFb RUNX1 block | Luc counter | LMNA splice mod | SMN2 splice enh
#46 O=C(O)c1ccc2[nH]cc(CCCCN3CC=C(c4ccccc4)CC3)c2c1
  19% | -5% | 15% | -16% | 0% | . | -4%
#47 COc1cc2c(cc1OC)C(C(=O)N1CCC3(CC1)OCCO3)C(c1ccccc1F)N(C)C2=O (stereo not given)
  -1% | 5% | ? | 1% | 2% | -11% | 9%
#48 COC1(CS(=O)c2ccccc2)CCN(CCc2c[nH]c3ccc(F)cc23)CC1 (stereo not given)
  . | 29% | -31%[inhibitor][1.9 µM] | 4%[21.7 µM] | -3% | . | .

(more compounds)
[49] CC(=O)NCC(=O)Nc1ccc(Br)cc1C(=O)c1ccccc1
[50] Cc1c2cnn(CC(=O)N3CCC4(CC3)OCCO4)c(=O)c2c(C)n1Cc1ccccc1
[51] O=[N+]([O-])c1c2ccccc2cc2ccccc12
[52] O=[As]O[As]=O (stereo not given)
[53] S=P(C1CCCCC1)(C1CCCCC1)[C@H](c1cccnc1)N1CCCC1
[54] COC(=O)COc1ccc(Cl)cc1Cl
[55] O=C(Cc1ccc(Cl)c(Cl)c1)N1CCCCC1CN1CCCC1 (stereo not given)

compound no.	49	50	51	52	53	54	55
HTT aggregate	-13%[9.22 µM]	-1%	.	-8%	.	.	.
IMPase Li cell	.	-7%[38.3 µM]	-13%	.	5%	-5%	13%&-5%
HTT cytoprotect	11%[10 µM]	20%	?	-12%	-12%[10 µM]	.	1%
CBFb RUNX1 block	0%	-2%	1%[21.7 µM]	.	.	.	?
Luc counter	.	0%	.	.	-3%[7.66 µM]	-1%	-4%
LMNA splice mod	.	-8%	.	?	.	4%	-22%
SMN2 splice enh	.	14%	-14%	.	-4%[9.22 µM]	-7%	16%&0%

Compound activity from PubChem BioAssay.
